# Source: PubChem (University of Kansas High Throughput Screening Laboratory)
# mHTT CaM bind: disrupts binding of mutant huntingtin to calmodulin; P42858; AlphaScreen His-mHTT/GST-CaM binding, luminescence; inhibition, % at 15 µM; hit rate 3.6% among 190,000; AID 1671202;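 further: 0% = both proteins with DMSO and 100% = one protein alone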
# Pf apPOL inh: Pf-apPOL DNA polymerase inhibition; Recombinant Pf-apPOL, molecular beacon fluorescence, 1.5 h; inhibition, % at 10 µM; hit rate 0.25% among 210,000; AID 1794808
# * = called active by the depositor; nt = not tested or not shown; & = joins results of further samples. No stated cut-off is given here; in the data, active means inhibition above about 50%; inactive means the rest.
# Below each compound – mHTT CaM bind, Pf apPOL inh
Cc1cccn2c(=O)c3cc(C(=O)N4CCCCC4)c(=N)n(Cc4ccco4)c3nc12
    2, 12
Cc1oc(C2CCN(S(=O)(=O)c3ccc(F)cc3)CC2)nc1C(=O)N1CCOCC1
    -2, -4
COc1ccc(C2C3=C(CC(c4ccccc4)CC3=O)Nc3ncnn32)cc1 (stereo not drawn)
    -3, -4
COc1ccc(-c2cn3cc(C)ccc3n2)cc1
    3, -1
CCC(=O)Nc1cccc(-c2noc(C3CCN(C(=O)c4ccc(N(C)C)cc4)CC3)n2)c1
    32, -5
CCOC(=O)CNC(=O)CSc1ncccn1
    nt, 2
CN(C)c1ccc(/C=C2/N=C(c3cccc(Br)c3)OC2=O)cc1
    1, 4
CCN1CCN(c2ccc(-c3nc(-c4ccccc4)no3)cn2)CC1
    7, -7
Cc1ccnc(SC2CC(=O)N(c3ccc(-c4ccccc4)cc3)C2=O)n1 (stereo not drawn)
    20, -7
COc1ccc(C2Cn3cnc(-c4nc(-c5ccc6c(c5)OCO6)no4)c3CO2)cc1 (stereo not drawn)
    1, -6
CCn1c(=O)c2c(ncn2Cc2ccc(F)c(F)c2)n(-c2cccc(F)c2)c1=O
    4, 5
CSc1ccc(/C=C/C(=O)c2cccc(NC(=O)c3ccco3)c2)cc1
    30, -2
CC(C)c1ccc(OCC(=O)N2CCCCC2CCN2CCCCC2)cc1 (stereo not drawn)
    8, -11
CC(C)(C)n1nc2c(c1NC(=O)C13CC4CC(CC(C4)C1)C3)CSC2
    -2, -2
O=C(NCc1csc(-c2ccccc2)n1)C1CCN(S(=O)(=O)c2ccccc2)CC1
    -2, -6
CC(NC(=O)c1cccc(Cl)c1)c1ccccc1 (stereo not drawn)
    -14, -2
O=C(c1cc2n(n1)C(C(F)(F)F)CC(c1ccc3c(c1)OCO3)N2)N1CCc2ccccc2C1 (stereo not drawn)
    29, -2
O=C1CC2(CCN(C(=O)C=Cc3ccc4c(c3)OCO4)CC2)Oc2ccccc21
    3, -20
CN(Cc1ccccc1)C(=O)C1(S(=O)(=O)c2ccc(Cl)cc2)CC1
    -7, -2
O=C(O)CCCNS(=O)(=O)c1ccc(Br)c(C(=O)O)c1
    3&-3, -4&-11
CCOc1ccc(NC(=O)c2ccc(NC(C)=O)cc2)cc1
    -3, -20
CCOc1ccc(C(=O)N2CCC(N3CCN(CC)C3=O)CC2)cc1
    2, -2
CSc1nc2c(c(Nc3ccc(C)cc3)n1)CCC2
    11, -11
Cc1noc(C)c1CC(=O)NC1CCN(c2ncnc3c2CCC3)C1 (stereo not drawn)
    2, 0
O=C1C(=Cc2ccccc2F)Oc2c1ccc1c2CN(CC2CCCO2)CO1 (stereo not drawn)
    4&10, 0&-1
COc1ccc(C)cc1NC(=O)C1CCCN(C(=O)c2cccc(Cl)c2)C1 (stereo not drawn)
    39, 1
O=C(Nc1cccc(Br)c1)C1CC(=O)N(CCc2c[nH]c3ccc(F)cc23)C1 (stereo not drawn)
    41, -8
Cc1ccccc1C(=O)Nc1ccc([N+](=O)[O-])cc1
    0, -9
N#Cc1cc([N+](=O)[O-])cc(Br)c1N
    0, -4
O=C(Nc1ccc(Oc2ccc(Cl)cc2)cc1)C(Cl)(Cl)Cl
    -56, 3

# The last 2 compounds of the part before open the next one.
# Below each compound – mHTT CaM bind, Pf apPOL inh
N#Cc1cc([N+](=O)[O-])cc(Br)c1N
    0, -4
O=C(Nc1ccc(Oc2ccc(Cl)cc2)cc1)C(Cl)(Cl)Cl
    -56, 3
O=C(N1CCNCC1)C12CC3CC(CC(C3)C1)C2
    -1, nt
Cc1cc(C)c(OCCCCN2CCNCC2)c(C)c1
    4, -14
Cc1cc(S(=O)(=O)N2CCC(c3noc(-c4ccccc4C)n3)CC2)ccc1F
    -8, -2
O=C(COc1ccccc1)N1CCCCC1CCN1CCCCC1 (stereo not drawn)
    -6, -6
COc1ncc(C(=O)Nc2ccc(Cl)cc2)c(C)n1
    -12, -1
CC1=C(C(N)=O)C(c2ccc3c(c2)OCO3)n2nc(-c3ccccc3Cl)nc2N1 (stereo not drawn)
    8, -4
CNC(=O)CN1C(=O)CCSc2ccccc21
    -1, 1
O=C(Nc1ccc(O)c(-c2nc3ccccc3o2)c1)c1cccnc1
    47, 2
O=C(CNC(=O)c1ccccc1F)c1ccccc1
    2, -2
Cc1ccc(S(=O)(=O)c2ccc(-c3ccc([N+](=O)[O-])cc3)cc2)cc1
    -3, 1
Cc1ccc(-n2c(SCC(=O)N3CCC(C)CC3)nc3c(c2=O)SCC3)cc1
    0, -4
c1csc(CNc2ccc(-c3nc4ccccc4s3)cc2)c1
    -72, -1
O=C(NC1CC1)c1cccc(OCC2CCCN(C(=O)Cc3ccc(F)cc3)C2)c1 (stereo not drawn)
    3, -5
O=C1CCN(S(=O)(=O)c2ccc([N+](=O)[O-])cc2)CCN1
    -5, 0
CCN(CC)C(=O)c1cc2sc(Cl)cc2n1C
    10, -16
Cn1cc(C(=O)N2CCc3nc(NC(=O)c4cccs4)sc3C2)nn1
    -11, -1
CN1CCN(Cc2ccc(NC(=O)Nc3cccc(Cl)c3)cc2)CC1
    -6, -3
Cc1noc(C2CN(C(=O)c3ccc4[nH]ccc4c3)CC2C)n1 (stereo not drawn)
    -4, -3
Nc1c(C(=O)O)sc2nc(C3CC3)cc(C(F)(F)F)c12
    -3, -3
Cc1ccc(CN2C(=O)C(=O)c3cc(S(=O)(=O)N4CCOCC4)ccc32)cc1
    89*, 37
CCOc1ccccc1N(CC(=O)NC(C)(C)C)S(=O)(=O)c1ccccc1
    0, -2
Cn1c(=O)c(N2CCN(C(=O)c3ccc(F)c(F)c3)CC2)nc2ccccc21
    -7, 0
O=C(NCCN1CCN(c2ccc(Cl)cc2)CC1)C(=O)Nc1cc(F)ccc1F
    -14, -8
CCCN1C(=O)COc2ccc(-c3noc(CCc4ccccc4)n3)cc21
    -9, 1
Cc1ccc(CNC(=O)C(=O)Nc2ccc(C)c(Cl)c2)cc1
    0, -10
Cc1cc(C)c(S(=O)(=O)N2CCC(n3cnc4ccccc4c3=O)CC2)cc1C
    -12, 0
O=C(c1cccnc1N1CCCCC1)N1CCOCC1
    2, -4
CCC(Oc1ccccc1)C(=O)Nc1sc2c(c1C(N)=O)CCCC2 (stereo not drawn)
    2, -4
COc1ccc(-c2cc3ccc(OC(=O)c4ccc5c(c4)OCO5)cc3oc2=O)cc1OC
    -2, -8
Cc1ccc(N(CC(=O)Nc2ccc3c(c2)OCO3)S(C)(=O)=O)c(C)c1
    5, -6

# In the list so far, these contain an NH in an aromatic ring.
# Below each compound – mHTT CaM bind, Pf apPOL inh
O=C(Nc1cccc(Br)c1)C1CC(=O)N(CCc2c[nH]c3ccc(F)cc23)C1 (stereo not drawn)
    41, -8
Cc1noc(C2CN(C(=O)c3ccc4[nH]ccc4c3)CC2C)n1 (stereo not drawn)
    -4, -3

# Next section
# Below each compound – mHTT CaM bind, Pf apPOL inh
Clc1cc(Br)ccc1OCc1nc(-c2cccnc2)no1
    0, -8
Cc1ccnc(N2CCC(C(=O)Nc3ccc(Br)cc3C)CC2)n1
    -17, -1
O=C(CSc1nc2sc3c(c2c(=O)n1-c1ccccc1)CCCC3)NCc1cccs1
    5, -6
O=C(NC1CCCCCC1)C1CCN(C(=O)c2ccc(F)cc2)CC1
    -9, -11
COC(=O)c1ccc(C=C2Oc3cc(OCC=C(C)C)ccc3C2=O)cc1
    0, -6
Cc1ccc(CNC(=O)C2CCc3sc(C(=O)N(C)C)cc3C2)cc1C (stereo not drawn)
    6, 9
Cc1cccn2c(=O)c3cc(C(=O)NC4CCCCC4)c(=N)n(CCOCCO)c3nc12
    -1, 1
Cn1c(C(=O)NCc2ccccc2Cl)cc2ccncc21
    -2, 1
O=C(Nc1nnc(-c2ccccc2)s1)c1ccccc1O
    -1, -10
CC(C)(C)NC(=O)c1cc2ccccc2o1
    -2, -2
Cc1nccn1CC(=O)N1CCCCC1c1nncn1-c1ccccc1 (stereo not drawn)
    -4, -9
CCc1ccc(C(=O)N2CCN(c3nnc4ccccn34)CC2)cc1
    -3, -4
OC1CCN(Cc2ccc(F)cc2F)CC1
    -2, 1
O=C(Nc1cnc(-c2cccc(Cl)c2)nc1)c1nccc2ccccc12
    -7, -2
CCCCOc1ccc(Nc2cc(C)nc3ccc(OC)cc23)cc1
    61*, -10
Cc1ccc(Nc2nc(-c3ccc([N+](=O)[O-])cc3)cs2)cc1C
    75*, -1
O=C(c1n[nH]c2c1CCCC2)N1CCc2nc3cc(-c4ccccc4)[nH]n3c(=O)c2C1
    16, 5
CCC1=NN(C(=O)c2ccncc2)C(O)(c2ccc(Br)cc2)C1 (stereo not drawn)
    42, -2
CCOc1ccc(NC(=O)CSC2=NN3CCCC(=O)N=C3S2)cc1
    -4, -6
O=C1CNC(=S)N1CCc1c[nH]c2ccccc12
    nt, 12
O=C(Nc1cccc(Cl)c1)c1cccc(C(=O)Nc2cccc(Cl)c2)n1
    1, -4
O=C1S/C(=C\c2cccc(F)c2)C(=O)N1c1ccccc1
    -1, -3
CC(Cc1c[nH]c2ccccc12)NC(=O)c1ccncc1 (stereo not drawn)
    3&3, 4&-21
COc1ccc(NC(=O)Cn2c(-c3ccc(OC)c(OC)c3)nc3ccccc3c2=O)cc1Cl
    2, -5
COC(=O)c1ccc(C(=O)N(Cc2ccccn2)Cc2ccco2)cc1
    -12, -3
O=C(c1cc(O)c(O)c([N+](=O)[O-])c1)c1ccccc1F
    nt, 1
COc1ccc(N2C(=O)c3ccccc3NC2c2ccccc2F)cc1 (stereo not drawn)
    -1, 1
Cc1ccc(-n2nnnc2SCc2nc(-c3cccc([N+](=O)[O-])c3)no2)c(C)c1
    nt, 2
CCOC(=O)C1C(=O)C=C(c2ccco2)CC1c1ccc([N+](=O)[O-])cc1 (stereo not drawn)
    -1, 2
CC1=CN2C(=NC(=O)CC2(C)C(=O)NC(C)CCc2ccccc2)C=C1 (stereo not drawn)
    -11, -6
CC(C)Cc1nc(SCC(=O)c2ccc(Br)cc2)n[nH]1
    -7, -1
Cc1ccc(NC(=O)CSc2nc3c(cnn3-c3ccccc3)c(=O)[nH]2)c(C)c1
    4, 6
CS(=O)(=O)N1CCc2cc(NC(=O)c3ccc(Cl)cc3Cl)ccc21
    4, -9
Fc1cccc(Cl)c1Cc1noc(Cc2c(F)cccc2Cl)n1
    -84, -2
CC(C)OCCCNC(=O)C(=O)NCc1ccc(F)cc1
    -9, -12
COc1ccc(Nc2cc(C)nc3ncnn23)cc1Cl
    4, -4
Cc1cccc(-c2nnc(-c3cccc(C)c3)o2)c1
    -16, 0
COc1ccc(-c2nnc(SCC(=O)Nc3ccccc3OC)n2C2CCCCC2)cc1
    8, -6
COc1ccccc1C1=NN(C(=O)CN2CCCCC2)C(c2cc(C)ccc2C)C1 (stereo not drawn)
    100*, -7
C=CCn1c(=O)c2c(ncn2Cc2cccc(F)c2)n(-c2ccc(F)cc2F)c1=O
    5, 1
COc1cccc(C(=O)N2CCN(c3ccc(Cl)cc3)CC2)c1
    8, 0
Cc1cc(C)c(C#N)c(OC(=O)c2cccs2)n1
    nt, 2
O=C(c1ccc(F)cc1)C1CCN(C(=O)c2ccc(-c3cccs3)s2)CC1
    nt, 2
CCn1c(SCc2c(Cl)cccc2[N+](=O)[O-])nc2ccccc2c1=O
    32, 0
O=C(C1CCCC1)N1CCC(Cc2nnc(-c3ccccc3)o2)CC1
    2, -1
Cc1csc(-c2ccccc2)c1-c1ccccc1
    nt, -4&-3
CCOc1cc(/C=C(\C#N)c2nn(CCO)c(N)c2C#N)cc(I)c1OC
    52*, 0
CC12CC3CC(C)(C1)CC(NC(=O)C1=NNC(=O)CC1)(C3)C2
    -3, nt
CCOC(=O)C1=C(C)N2CCCN=C2S1
    nt, 2
COc1cc(C(=O)N2CCC(c3nc4cccnc4n3C)C2)ccc1C (stereo not drawn)
    2, -1
CCC(=O)N1CCN(c2nc3c(s2)CC(C(=O)Nc2ccc(Cl)cc2C)CC3)CC1 (stereo not drawn)
    18, -7
O=C(NCc1cccnc1)C1CCN(c2cc(N3CCOCC3)ncn2)CC1
    -6, -4
COc1c(C(=O)NNC(=O)c2cccs2)csc1Br
    nt, 25
CC1CCCC(NC(=O)C2(C)CCC(=O)N2CCc2ccccc2)C1C (stereo not drawn)
    8, -9
COc1ccccc1CCC(=O)Nc1n[nH]c(C)c1-c1ccccc1
    9, -3
CCCCCn1c(=N)c(S(=O)(=O)c2ccc(C)cc2)cc2c(=O)n3cccc(C)c3nc21
    3, 1
O=S1(=O)CC(N2CCCC2)CN1Cc1ccccc1 (stereo not drawn)
    -3, 0
COc1ccc(C(=O)Nc2cccc(NC(=O)c3cccs3)c2)cc1[N+](=O)[O-]
    26, -7
CC(C)CC(=O)N1CCCC1c1ccccc1F (stereo not drawn)
    -6, 4
COc1ccc(C(=O)CN2CCN(c3ccc(C(F)(F)F)cn3)CC2)cc1
    nt, -10

# Next results.
# Below each compound – mHTT CaM bind, Pf apPOL inh
O=C(O)/C(=C\c1ccco1)NC(=O)c1ccco1
    -2, 5
OCCNCCOc1ccc(Cl)cc1
    -6, 77*
COc1cc(OC)c(C2CC(c3ccc4c(c3)OCO4)Nc3nnnn32)cc1OC (stereo not drawn)
    10, -2
O=C(CSc1nc2ccccc2s1)Nc1nnc(C(F)(F)F)s1
    1, 2
CC(NC(=O)c1ccc(Br)cc1)C(=O)N1CCCc2ccccc21 (stereo not drawn)
    -2, -3

# Grouped by structure, the compounds so far with a tert-butyl group.
# Below each compound – mHTT CaM bind, Pf apPOL inh
CC(C)(C)n1nc2c(c1NC(=O)C13CC4CC(CC(C4)C1)C3)CSC2
    -2, -2
CCOc1ccccc1N(CC(=O)NC(C)(C)C)S(=O)(=O)c1ccccc1
    0, -2
CC(C)(C)NC(=O)c1cc2ccccc2o1
    -2, -2
